Bioassay records deposited in PubChem by several laboratories.
TcdB GH inh – TcdB glycohydrolase inhibition; P18177; TcdB glycohydrolase enzymatic assay, plate reader; inhibition, % at 9.99 µM; 350,000 compounds, 0.24% hits; AID 652162; in the data active = inhibition above about 10%
MazEF act – increases E. coli MazEF RNase cleavage of RNA. P0AE70. FAM/BHQ RNA-DNA oligo cleavage fluorescence, 5 h. activation, % at 20 µM. 350,000 compounds, 0.32% hits. AID 504720; in the data active = activation above about 50%
Target sequence (P0AE70 whole entry, looked up): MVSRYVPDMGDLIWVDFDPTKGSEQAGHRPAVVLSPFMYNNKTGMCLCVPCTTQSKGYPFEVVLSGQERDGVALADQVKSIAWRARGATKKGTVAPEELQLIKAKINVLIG
Yp Topo-I inh – inhibitors of Yersinia pestis topoisomerase I; Y. pestis Topo-I cleavage product accumulation, plate reader; activity, % at 10 µM; 360,000 compounds, 0.064% hits; AID 504884; in the data active = activity above about 50%, passing the limit was not always enough; note: inactives centre near 2
DUSP3 inh – blocks human VHR1 dual specificity phosphatase; 290,000 compounds, 0.52% hits; P51452; recombinant VHR phosphatase, pNPP absorbance; inhibition, % at 13.3 µM; in the data active = inhibition above about 50%; note: some compounds called inactive have numbers as strong as hits
Target sequence (P51452 whole entry, looked up): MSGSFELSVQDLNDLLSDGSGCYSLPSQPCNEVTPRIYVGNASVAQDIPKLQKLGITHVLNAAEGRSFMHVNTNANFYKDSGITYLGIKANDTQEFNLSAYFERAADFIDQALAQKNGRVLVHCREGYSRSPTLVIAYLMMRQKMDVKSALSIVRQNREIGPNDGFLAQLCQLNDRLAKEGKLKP
CCHF vOTU inh – CCHFV vOTU protease inhibition. Pep-AMC fluorescence. inhibition, % at 11.5 µM. 370,000 compounds, 0.55% hits. AID 651958; in the data active = inhibition above about 30%; note: 0% = vehicle wells with enzyme and 100% = no enzyme wells
PrPC surface inh – inhibitors of human cell surface prion protein PrPC; P04156; 370,000 compounds, 0.43% hits; TR-FRET read-out; inhibition, % at 13.8 µM; in the data active = inhibition above about 24%; note: 0% = median of the test wells and 100% = reference compound wells
Rv3671c inh – inhibitors of M. tuberculosis serine protease Rv3671c | P9WHR9 | inhibition, % at 5.96 µM | 320,000 compounds, 0.048% hits | AID 2606; in the data active = inhibition above about 38%;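 note: extracellular domain of Rv3671c used as enzyme; 0% = enzyme with DMSO and 100% = no enzyme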
Target sequence (P9WHR9 whole entry, looked up, the tested form may be a part): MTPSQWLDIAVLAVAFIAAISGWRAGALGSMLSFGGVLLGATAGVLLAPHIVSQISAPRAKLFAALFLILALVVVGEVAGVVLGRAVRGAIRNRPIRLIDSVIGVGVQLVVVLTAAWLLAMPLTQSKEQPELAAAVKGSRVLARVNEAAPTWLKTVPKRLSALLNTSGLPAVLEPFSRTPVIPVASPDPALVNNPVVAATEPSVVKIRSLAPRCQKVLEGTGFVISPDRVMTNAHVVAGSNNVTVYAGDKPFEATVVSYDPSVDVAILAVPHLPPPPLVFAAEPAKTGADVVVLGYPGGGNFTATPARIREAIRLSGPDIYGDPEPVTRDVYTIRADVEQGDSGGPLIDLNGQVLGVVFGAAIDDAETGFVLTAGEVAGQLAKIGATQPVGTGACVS
SARS 3CLpro inh – SARS-CoV 3CLpro protease inhibition. P0C6X7. recombinant SARS-CoV 3CLpro, quenched FRET peptide cleavage. inhibition, % at 6 µM. 290,000 compounds, 0.14% hits; in the data active = inhibition above about 12%
BH1578 lux ind – induces V. cholerae light production without autoinducers; V. cholerae BH1578 lux reporter, luminescence, 6 h; activation, % at 18.7 µM; 350,000 compounds, 0.16% hits; AID 588436; in the data active = activation mostly above about 9.7%, no sharp cut-off; note: not every result past the cut was called active; inactives centre near 0; reference of the scale not given here
PriA SSB inh – K. pneumoniae PriA-SSBct interaction inhibition | AlphaScreen SSBct-PriA binding, biotinylated peptide | inhibition, % at 33 µM | 430,000 compounds, 0.6% hits | AID 1272365; in the data active = inhibition mostly above about 37%, no sharp cut-off; inactive = mostly below about 20%;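 note: plate controls were negative control peptide for no effect and reference peptide for full effect; strong numbers were not always called active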
Numbers without * were called inactive; i = inactive; x = no result given; + = active, no number; & = joins results of further samples.

canonical_smiles	TcdB GH inh	MazEF act	Yp Topo-I inh	DUSP3 inh	CCHF vOTU inh	PrPC surface inh	Rv3671c inh	SARS 3CLpro inh	BH1578 lux ind	PriA SSB inh
O=C(NCC1CCCO1)c1ccc(N2CCCCC2)c([N+](=O)[O-])c1 (stereo unspecified)	-0.1	7	7	-13	8	-38	3	3	-0.4	11
O=C(Nc1cccc(Br)c1)c1ccc2c(c1)SC1=NS(=O)(=O)CCN12	-0.6	6	-2	x	0	-1	-3	x	i	5
Brc1ccc(-c2c(-c3ccsc3)sc3ccccc23)cn1	-0.1	-12	6	x	-3	-5	-11	x	-1.1	-21
CC(C)Oc1ccc(C(=O)NCc2ccco2)cc1	x	1	6	0	0	-3	1	8	-0.3	15&0
O=S(=O)(Nc1ncccn1)c1ccc(Nc2ncnc3ccccc23)cc1	x	-3	-9	6	0	8	2	4	i	-15
CN1CCN(C(=O)C(=O)c2cn(CC(=O)N3CCCC3)c3ccccc23)CC1	-0.2	2	10	2	10	-4	2	1	i	6
Cc1ccc(C(=O)N[C@H](C(=O)NC2CCCCC2)C(C)C)cc1	-0.2	5	1	x	0	-8	3	x	i	-9
Cc1cc(SCC(=O)N2c3ccccc3NC(=O)CC2C)nc2ccccc12 (stereo unspecified)	-0.4	2	26	x	-2	0	x	x	-0.5	x
Cc1nc2cncc(Br)c2n1C	x	-3	1	7	-4	4	4	5	0.0	-6
CC(=O)Nc1ccc(NC(=O)COC(=O)CCNS(=O)(=O)c2c(Cl)cccc2Cl)cc1	1.8	-1	-8	x	-6	0	x	x	i	8
COCCNC(=O)C1(C)CCCN(Cc2ccc(Oc3ccccc3)cc2)C1 (stereo unspecified)	2.2	x	15	x	5	4	x	x	-0.5	x
COc1ccc(OC)c(S(=O)(=O)Nc2ccc(F)cc2)c1	1.7	-3	5	17	9	-4	0	-7	-1.5	-18
CC(C)NC(=O)c1onc(CSc2nc3ccccc3[nH]2)c1C(=O)NC(C)C	1.1	5	3	33	-1	4	-11	1	i	-14
CCc1nnc(NC(=O)c2ncc(Cl)c(Cl)c2Cl)s1	1.4	1	3	16	1	-5	1	1	-0.1	-5
O=C(NN=Cc1ccc2c(c1)CCC2)c1ccccc1O	0.9	5	4	x	-2	5	x	x	1.5	x

Continuation:
canonical_smiles	TcdB GH inh	MazEF act	Yp Topo-I inh	DUSP3 inh	CCHF vOTU inh	PrPC surface inh	Rv3671c inh	SARS 3CLpro inh	BH1578 lux ind	PriA SSB inh
CC(=O)c1ccc(Oc2nc3c(c(=O)n(C)c(=O)n3C)n2C)cc1	1.4	5	2	24	-14	-3	-4	0	3.3	-1
CCSc1cc(N2CCOCC2)nc(-c2ccccc2)n1	0.3	7	-1	12	3	-2	-8	0	-5.9	-14
COc1ccc(CCNC(=O)Nc2nc(C(N)C3CCCCC3)cs2)cc1OC (stereo unspecified)	-0.1	x	-1	x	16	-14	x	x	0.9	x
Nn1cnnc1SCC(=O)N1CCc2ccccc2C1	-0.3	4	8	x	2	7	-11	x	-3.4	-6
O=C1N/C(=N\N=C\c2cccs2)SC1Cc1ccc(Cl)cc1Cl (stereo unspecified)	x	-1	23	28	11	-7	-5	-5	0.1	x
Nc1n[nH]c(N)c1N=Nc1ccc(F)cc1	4.1	1	-6	26	5	3	-5	0	i	16
Cc1cc(NC(=O)CSc2c(C)[nH]c3ccccc23)no1	-0.5	10	-3	9	-5	-1	7	-4	-0.2	0
O=c1[nH]nc(-c2ccc(NCCCO)c([N+](=O)[O-])c2)c2ccccc12	-12	1	1	9	7	-42	-7	1	-0.5	0
COc1ccccc1CNC(=O)C(=O)NCC1CCCO1 (stereo unspecified)	x	-1	-2	-9	4	1	4	0	i	-6
O=C(COC(=O)CNC(=O)c1ccccc1)NC(=O)NC1CCCCC1	2.9	3	6	x	-3	-4	6	x	-0.8	-1
COc1cccc(/C=C/C(=O)N2CCN(c3n[nH]c(=O)[nH]c3=O)CC2)c1OC	0.9	0	4	12	16	-7	-4	4	-1.4	-11
Cc1ccccc1/C=N/n1c(-c2ccccn2)n[nH]c1=S	4.8	8	11	-3	-3	-5	2	3	-1.0	x
CCC(C)C(=O)Nc1nc2ccc(OC)cc2s1 (stereo unspecified)	1.4	5	-8	1	4	-7	11	-1	-0.6	-2
Cn1c(=O)c2[nH]c(NCCCN3CCOCC3)nc2n(C)c1=O	x	6	-10	27	6	-4	1	4	3.0	-10
CC(C)C(C(=O)NCc1ccco1)N(Cc1ccco1)C(=O)CNS(=O)(=O)c1ccccc1 (stereo unspecified)	0.7	9	0	7	1	-1	-1	0	-1.2	6

(more compounds)
canonical_smiles	TcdB GH inh	MazEF act	Yp Topo-I inh	DUSP3 inh	CCHF vOTU inh	PrPC surface inh	Rv3671c inh	SARS 3CLpro inh	BH1578 lux ind	PriA SSB inh
Cc1cccc(N2C(=O)CS/C2=N\NC(=O)c2cccnc2)c1C	1.1	-5	-10	30	-8	12	7	2	-0.4	x
Cc1cc(NC(=O)Cn2nc(-c3cccs3)ccc2=O)cc(C)c1Br	-0.9	-2	3	16	-9	-4	-3	5	i	-10
CCOC(=O)c1ccc(NC(=O)C2(c3ccc(Cl)cc3)CCCC2)cc1	x	13	-3	27	-5	0	-1	-2	i	-17
Cc1ccc(C(=O)OCc2nc3ccccc3s2)o1	1.3	0	6	x	-1	5	3	x	-3.8	-36
COCCNc1nc2nonc2nc1NC(C)c1ccccc1Cl (stereo unspecified)	-0.9	8	2	8	15	-4	-3	1	i	-3
CC(=O)Nc1cc(C(=O)N2CCc3ccccc3C2)ccc1Sc1ccc(F)cc1	x	-7	-3	-7	4	-7	-13	1	i	-5
Brc1cc2c(cc1/C=N/Nc1nc(N3CCOCC3)nc(N3CCOCC3)n1)OCO2	0.0	-4	14	33	1	-11	4	3	2.1	x
N#Cc1ccc(COC(=O)c2ccccn2)cc1	1.7	x	x	17	3	-7	1	2	x	x
CCC(=O)Nc1ccc(C(=O)NNC(=O)C2CCCCC2)cc1	0.6	3	-1	6	2	-3	x	0	-0.3	2
CCN(CC)C(=S)SCC(=O)c1ccc(Br)cc1	1.4	1	15	0	-11	4	4	2	0.0	-31
Cc1nc(SCc2ccc(O)c([N+](=O)[O-])c2)c([N+](=O)[O-])[nH]1	7.0	2	3	19	24	-1	5	2	-0.2	-6
Cc1nnc2n1-c1ccc(Br)cc1C(c1ccccc1Cl)=NC2	1.1	10	-6	36	-10	10	-8	0	i	-5
O=C(NC(=S)NC1CCCCCCCCCCC1)c1cccnc1	x	-13	-2	18	2	5	1	0	-3.1	4
C[C@H]1CN([C@@H](C)CO)C(=O)CCCn2cc(nn2)CO[C@@H]1CN(C)S(=O)(=O)c1cccc(F)c1	-0.1&-1.0	-2	5	x	-1	-4	x	x	0.7	x
O=c1oc(CCCO)cc2ccc(/C=C/c3cccc([N+](=O)[O-])c3)cc12	0.1	-1	25	x	12	-12	-6	x	i	-6

Entries of single compounds as entered above.
Cc1ccc(C(=O)N[C@H](C(=O)NC2CCCCC2)C(C)C)cc1 reads TcdB GH inh = -0.2; MazEF act = 5; Yp Topo-I inh = 1; DUSP3 inh = x; CCHF vOTU inh = 0; PrPC surface inh = -8; Rv3671c inh = 3; SARS 3CLpro inh = x; BH1578 lux ind = i; PriA SSB inh = -9
Cc1cc(NC(=O)Cn2nc(-c3cccs3)ccc2=O)cc(C)c1Br reads TcdB GH inh = -0.9; MazEF act = -2; Yp Topo-I inh = 3; DUSP3 inh = 16; CCHF vOTU inh = -9; PrPC surface inh = -4; Rv3671c inh = -3; SARS 3CLpro inh = 5; BH1578 lux ind = i; PriA SSB inh = -10

Continued:
canonical_smiles	TcdB GH inh	MazEF act	Yp Topo-I inh	DUSP3 inh	CCHF vOTU inh	PrPC surface inh	Rv3671c inh	SARS 3CLpro inh	BH1578 lux ind	PriA SSB inh
O=C(COC(=O)c1ccc([N+](=O)[O-])cc1)NC12CC3CC(CC(C3)C1)C2	1.2	5	5	x	4	6	-13	x	0.6	-13
CC(=O)CC(=O)NC1CCc2ccccc21 (stereo unspecified)	-0.5	0	5	x	-15	2	x	x	0.8	-5
Cc1cc2cc(CN(CCN3CCOCC3)C(=O)Nc3ccccc3F)c(=O)[nH]c2cc1C	x	4	11	8	-11	-1	7	-7	-0.6	-24
CC(=O)Nc1ccc(OCC(O)CN2CCN(c3ccc(C)c(Cl)c3)CC2)cc1 (stereo unspecified)	x	-11	-7	11	-4	8	-5	-2	-1.7	13
C=C(c1ccccc1Cl)[n+]1ccccc1	1.4	-10	2	6	1	5	-3	-4	1.0	0
CN(C)S(=O)(=O)c1cccc(NC(=O)c2sccc2-c2ccccc2)c1	3.4	2	22	14	1	-10	x	2	-4.5	0
CCOC(=O)Nc1ccc2c(c1)N(C(=O)CN(C)C)c1ccccc1S2	0.6	6	-9	x	-2	-2	x	x	-0.6	x
COc1cc2c(cc1OC)C(C)N(C(=O)Nc1ccc(F)cc1)CC2 (stereo unspecified)	0.7	3	1	13	-11	-1	-2	6	i	1
COc1ccc([C@H]2CC(=O)C=C(c3cccc(Cl)c3)C2)cc1OC	0.9	-3	23	x	-5	-3	-3	x	-2.8	0
CC1CCCCC1NC(=O)c1ccc(NC2=NC3CS(=O)(=O)CC3S2)cc1 (stereo unspecified)	1.0	1	-8	6	-5	0	11	-1	0.3	-10
Cc1nc2ccc(-c3nc4cc(N)ccc4o3)cc2[nH]1	x	2	-4	-4	-31	3	-4	-9	i	-2
COC(=O)[C@H](CCSC)NC(=O)Cn1cnc2c(OCc3ccccc3)ncnc21	1.9	6	6	x	-2	7	0	x	i	-4
CCOC(=O)N1CCC(NC(=O)c2cc(C(=O)NCc3cccc(Cl)c3)ccc2CO)CC1	x	4	6	12	8	3	1	-7	i	-5
COc1ccc(C[C@H](C)NC[C@@H](O)c2ccc(O)c(NC=O)c2)cc1	0.8	0	-5	x	-1	0	6	x	i	-1
O=C(O)CSCNC(=O)CC12CC3CC(CC(C3)C1)C2	x	1	9	-5	-2	1	11	-3	x	-10

(next part)
canonical_smiles	TcdB GH inh	MazEF act	Yp Topo-I inh	DUSP3 inh	CCHF vOTU inh	PrPC surface inh	Rv3671c inh	SARS 3CLpro inh	BH1578 lux ind	PriA SSB inh
CN(C)c1ccc(C(CNC(=O)COc2ccc(Cl)cc2)N2CCCC2)cc1 (stereo unspecified)	-1.5	4	1	-3	1	-3	2	3	i	14
COc1cccc(-c2nn(-c3ccc(F)cc3)cc2C(=O)NCC2CCCO2)c1 (stereo unspecified)	0.3	-2	11	x	8	-3	10	x	-1.8	-7
NNC(=O)c1cc2nc(-c3cccs3)cc(C(F)(F)F)n2n1	-1.9	-9	5	35	-4	0	-23	-1	-0.4	-32
CC(C)C[C@H](NC(=O)OC(C)(C)C)C(=O)NCC1CCC(C(=O)N[C@@H](Cc2ccccc2)C(=O)O)CC1 (stereo partly specified)	1.0	8	0	24	8	2	-7	-1	i	-7
CCn1c(SCC(=O)Nc2cc(C)on2)nc2c1c(=O)n(C)c(=O)n2C	x	4	-11	-8	-12	-3	-1	1	-0.8	-16
COC(=O)C1=C(C(=O)OC)[C@@H]2N(C)c3ccccc3[C@@]23C[C@@H](C(=O)OC)N(C(C)=O)C3=N1	2.4	4	3	-8	-7	-4	0	x	i	-9
Cc1cc(/C=N/NC(=O)C(O)(c2ccccc2)c2ccccc2)c(C)n1-c1ccc(C(=O)O)cc1	-1.8	-19	7	8	16	5	-4	6	-0.3	x
CC(C)COC(=O)CNc1n[nH]c(=S)[nH]c1=O	0.5	3	4	11	-8	0	-5	0	+	0
O=C(CN1C(=O)NC(Cc2c[nH]c3ccccc23)C1=O)NCCc1ccc(F)cc1 (stereo unspecified)	1.5	3	-1	-8	26	-8	2	-2	i	5
COc1ccc(OC)c(C(=O)NC(CC(N)=O)c2ccc(N3CCN(c4ccccn4)CC3)c([N+](=O)[O-])c2)c1 (stereo unspecified)	0.8	-3	4	17	-1	-20	-5	5	-5.2	12
Cc1nn(C(C)(C)C)c(C)c1/C=N/OC(=O)Nc1ccc(Cl)c(Cl)c1	2.0	3	6	18	-10	9	-18	0	-0.2	i
COc1ccc([N+](=O)[O-])cc1NCc1ccccc1	3.7	0	11	4	10	-10	-3	0	i	-92
O=C(NCc1ccc2c(c1)OCO2)c1cc(-c2ccccc2)on1	x	1	18	-8	3	0	1	2	i	2
CCCC(C)C(=O)Nc1ccc(S(=O)(=O)Nc2nccc(C)n2)cc1 (stereo unspecified)	-0.7	-9	3	2	-10	4	3	-1	1.7	-21

An excerpt; the hit share may differ from the screen's.
